Peg3 promoter – reduces Peg3 promoter-driven luciferase expression in HeLa; inhibition, % at 20 µM; 360,000 compounds, 1.7% hits; HeLa PEG-Prom luciferase reporter, luminescence, overnight;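 active means inhibition of at least 50% at 20 µM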
PDI turbidity – inhibitors of human protein disulfide isomerase. P07237. PDI insulin aggregation turbidity, A650, 90 min. inhibition, % at 10 µM. 350,000 compounds, 0.052% hits. AID 588391;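 active means mean inhibition across replicates of 30% or more, whatever share of single replicates reach that level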;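 further: absorbance from insulin aggregation driven by PDI reduction with DTT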
Target sequence (P07237 whole entry, looked up): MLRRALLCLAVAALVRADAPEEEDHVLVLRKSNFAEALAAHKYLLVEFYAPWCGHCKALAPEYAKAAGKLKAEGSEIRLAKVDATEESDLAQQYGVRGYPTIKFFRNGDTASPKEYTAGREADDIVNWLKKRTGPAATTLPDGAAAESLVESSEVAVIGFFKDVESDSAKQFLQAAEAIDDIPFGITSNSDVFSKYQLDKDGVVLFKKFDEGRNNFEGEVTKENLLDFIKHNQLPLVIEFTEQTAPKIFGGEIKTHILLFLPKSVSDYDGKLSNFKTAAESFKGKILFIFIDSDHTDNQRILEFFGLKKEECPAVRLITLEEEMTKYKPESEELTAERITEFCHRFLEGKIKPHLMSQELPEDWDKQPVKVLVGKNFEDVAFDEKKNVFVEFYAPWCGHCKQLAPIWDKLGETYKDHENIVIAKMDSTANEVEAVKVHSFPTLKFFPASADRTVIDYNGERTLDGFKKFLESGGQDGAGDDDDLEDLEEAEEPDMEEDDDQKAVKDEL
MITF TRPM1 inh – reduces MITF-dependent TRPM1 promoter luciferase signal | SK-MEL-5 TRPM1 promoter luciferase, 24 h | inhibition, % at 12.5 µM | 330,000 compounds, 0.83% hits | AID 488899;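 active means mean inhibition across replicates of 60% or more, whatever share of single replicates reaches that level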; further: values of inactives mirror those of a sister screen read the other way
iPSC survival up – enhancers of human iPSC single-cell survival. hiPSC single-cell survival, ATPlite luminescence; 100% = ROCK inhibitor wells, 0% = DMSO. survival enhancement, % at 20 µM. 360,000 compounds, 0.044% hits. AID 602274; in the data active means survival enhancement above about 18%;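 further: cells exposed to compounds for 16 hours before the ATP read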
NR2E3 ag-1 – activates human NR2E3 receptor; Q9Y5X4; CHO-S Gal4-NCOR/VP16-NR2E3 two-hybrid, luciferase; inhibition of corepressor binding, % at 3.98 µM; 360,000 compounds, 0.35% hits; AID 602229;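 active means inhibition above the mean of all tested compounds plus 3 SD, cut at about 70% in these data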;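 further: 0% = DMSO with NR2E3 transfected cells and 100% = cells lacking NR2E3 construct; higher means lower luciferase signal from less NR2E3 corepressor binding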
Target sequence (Q9Y5X4 whole entry, looked up, the tested form may be a part): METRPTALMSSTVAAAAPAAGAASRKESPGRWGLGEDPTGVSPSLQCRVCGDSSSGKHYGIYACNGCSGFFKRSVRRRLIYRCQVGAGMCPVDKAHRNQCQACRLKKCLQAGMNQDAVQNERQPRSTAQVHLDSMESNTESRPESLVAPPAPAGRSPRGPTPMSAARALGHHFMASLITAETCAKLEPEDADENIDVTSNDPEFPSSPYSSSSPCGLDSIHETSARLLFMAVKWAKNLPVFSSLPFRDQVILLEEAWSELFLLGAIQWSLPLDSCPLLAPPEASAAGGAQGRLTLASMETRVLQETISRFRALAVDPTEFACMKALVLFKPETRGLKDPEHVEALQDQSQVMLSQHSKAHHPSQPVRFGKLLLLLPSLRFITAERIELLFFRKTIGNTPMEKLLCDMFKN
Granule exo inh – blocks lytic granule exocytosis | TALL-104 LAMP-1 surface exposure, flow cytometry; cells stimulated with thapsigargin and PMA | inhibition, % at 10 µM | 360,000 compounds, 0.66% hits;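 active means inhibition above about 55%, limit read from the data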
NR2E3 ag-2 – NR2E3 (human) agonism. GST-NR2E3/biotin-RetCOR TR-FRET, 1536-well. inhibition of corepressor binding, % at 4.78 µM. 320,000 compounds, 0.12% hits. AID 2300;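 active means percent inhibition above the cutoff of mean plus 3 SD of all tested compounds, set per screening campaign, cut at about 20% in these data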;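 further: 0% = DMSO wells and 100% = biotin wells as full block of FRET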
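Format: 1536-well format; test system: GST-NR2E3 and biotin-RetCOR proteins; read-out basis: percent inhibition of TR-FRET ratio; timing: 5 h incubation at 4 °C; detection: time-resolved FRET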
HIF-2a inh – inhibitors of HIF-2a; 786-0 RCC cells HIF-2a reporter, luciferase luminescence, overnight; inhibition, % at 18.8 µM; 360,000 compounds, 0.72% hits;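 active means inhibition of the luminescence signal of 40% or more relative to plate controls, in a single-dose primary screen at 18.75 µM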
CaV13 ICDI inh – Disruptors of the CACNA1D IQ motif to Ca2+-dependent inactivation inhibitor domain association, primary screening, Förster resonance energy transfer in intact living … | 340,000 compounds, 0.098% hits | HEK cells, CFP/YFP FRET ICDI-IQ, plate reader, 10 min; percent FRET-ratio fall versus neutral wells | inhibition, % at 12.3 µM;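 active means mean replicate inhibition of at least 30% and at least 1% of replicates passing that level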;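 further: 0% = median of the neutral control wells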
aDG glyco up – increases alpha dystroglycan glycosylation; Pro5-aDG cells, alpha-DG glycosylation AlphaScreen (IIH6); 0% Pro5, 100% B10-LARGE cell signal; activation, % at 10 µM; 360,000 compounds, 0.22% hits;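 active means activation of at least 8% versus controls, or a plate z-score of at least 8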;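 further: Pro5 are CHO cells carrying HIG-tagged alpha-DG that lacks glycosylation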
Vif imaging – HIV Vif inhibition; HEK293T cells, Vif self-association by quenched fluorescence, imaging, 24 h; AID 602346; inhibition, % at 7.49 µM; 340,000 compounds, 0.35% hits; in the data active means inhibition above about 50%, passing the limit was not always enough; further: some results filed as inactive read as strong as hits
* = called active by the depositor; . = not tested or not shown; & = joins results of further samples.

The opening 9 compounds (preview)
| compound | Peg3 promoter | PDI turbidity | MITF TRPM1 inh | iPSC survival up | NR2E3 ag-1 | Granule exo inh | NR2E3 ag-2 | HIF-2a inh | CaV13 ICDI inh | aDG glyco up | Vif imaging |
| --- | --- | --- | --- | --- | --- | --- | --- | --- | --- | --- | --- |
| CC(C(=O)O)c1ccc2c(c1)[nH]c1ccc(Cl)cc12 (configuration not stated) | -12 | -5 | 8 | -1.4 | -46 | 2 | 4 | -18 | -6 | -0.2 | -1 |
| Cc1cccc(-c2nc(NCCCN(C)C)c3ccccc3n2)c1 | -44 | 0 | -7 | -0.5 | -9 | 18 | -1 | -73 | -4 | 0.2 | 9 |
| COc1ccc(NC(=O)C2CCCN2S(=O)(=O)c2ccc3c(c2)CCC(=O)N3)c(OC)c1 (configuration not stated) | -4 | . | -8 | -2.2 | -25 | 0 | 0 | -54 | 2 | 0.1 | -5 |
| CC(=O)Nc1cccc(NC(=O)C2CCCN2C(=O)Nc2cccc(C)c2)c1 (configuration not stated) | -10 | -2 | 23 | 4.8 | 6 | -1 | 0 | 15 | -5 | 0.0 | 20 |
| C#CCOCCOCCOCCNc1nc(N2CCN(C(=O)CCCCCCCCCCNC(=O)Cn3cc(CCCCCN)nn3)CC2)nc(N2CCN(C(=O)CCCCCCCCCCNC(=O)[C@@H]([C@H](C)O)n3cc(C)nn3)CC2)n1 | 35 | 5 | 35 | -2.3 | -14 | -24 | -2 | -6 | . | 0.0 | 5 |
| COc1ccc(C(=O)CSc2nnc(NC(=O)C3CC(=O)N(c4ccccc4)C3)s2)cc1 (configuration not stated) | -45 | -5 | 7 | -1.3 | -10 | 5 | -2 | 1 | -5 | 0.0 | 1 |
| COc1ccccc1OCCCOc1ccc(/C=C2\SC(=O)NC2=O)cc1OC | 1 | 10 | -5 | -0.3 | 4 | 11 | 3 | 23 | -19 | 0.2 | -10 |
| O=C(Nc1ccccc1)N1CCn2c1nc1ccccc12 | 2 | 8 | 26 | -1.2 | -4 | -3 | 3 | -28 | 0 | -0.2 | -3 |
| Cc1cc(-c2ccc(S(=O)(=O)N3CCCCC3)s2)on1 | 20 | -1 | 2 | -0.1 | 19 | 0 | 1 | 7 | -3 | -0.3 | 23 |

The listing, previewed entries included:
| compound | Peg3 promoter | PDI turbidity | MITF TRPM1 inh | iPSC survival up | NR2E3 ag-1 | Granule exo inh | NR2E3 ag-2 | HIF-2a inh | CaV13 ICDI inh | aDG glyco up | Vif imaging |
| --- | --- | --- | --- | --- | --- | --- | --- | --- | --- | --- | --- |
| CC(C(=O)O)c1ccc2c(c1)[nH]c1ccc(Cl)cc12 (configuration not stated) | -12 | -5 | 8 | -1.4 | -46 | 2 | 4 | -18 | -6 | -0.2 | -1 |
| Cc1cccc(-c2nc(NCCCN(C)C)c3ccccc3n2)c1 | -44 | 0 | -7 | -0.5 | -9 | 18 | -1 | -73 | -4 | 0.2 | 9 |
| COc1ccc(NC(=O)C2CCCN2S(=O)(=O)c2ccc3c(c2)CCC(=O)N3)c(OC)c1 (configuration not stated) | -4 | . | -8 | -2.2 | -25 | 0 | 0 | -54 | 2 | 0.1 | -5 |
| CC(=O)Nc1cccc(NC(=O)C2CCCN2C(=O)Nc2cccc(C)c2)c1 (configuration not stated) | -10 | -2 | 23 | 4.8 | 6 | -1 | 0 | 15 | -5 | 0.0 | 20 |
| C#CCOCCOCCOCCNc1nc(N2CCN(C(=O)CCCCCCCCCCNC(=O)Cn3cc(CCCCCN)nn3)CC2)nc(N2CCN(C(=O)CCCCCCCCCCNC(=O)[C@@H]([C@H](C)O)n3cc(C)nn3)CC2)n1 | 35 | 5 | 35 | -2.3 | -14 | -24 | -2 | -6 | . | 0.0 | 5 |
| COc1ccc(C(=O)CSc2nnc(NC(=O)C3CC(=O)N(c4ccccc4)C3)s2)cc1 (configuration not stated) | -45 | -5 | 7 | -1.3 | -10 | 5 | -2 | 1 | -5 | 0.0 | 1 |
| COc1ccccc1OCCCOc1ccc(/C=C2\SC(=O)NC2=O)cc1OC | 1 | 10 | -5 | -0.3 | 4 | 11 | 3 | 23 | -19 | 0.2 | -10 |
| O=C(Nc1ccccc1)N1CCn2c1nc1ccccc12 | 2 | 8 | 26 | -1.2 | -4 | -3 | 3 | -28 | 0 | -0.2 | -3 |
| Cc1cc(-c2ccc(S(=O)(=O)N3CCCCC3)s2)on1 | 20 | -1 | 2 | -0.1 | 19 | 0 | 1 | 7 | -3 | -0.3 | 23 |
| COc1cc2c(cc1OC)C(C)N(C(=S)Nc1ccccc1)CC2 (configuration not stated) | 4 | 4 | -12 | -2.5 | -13 | 0 | 3 | 10 | -3 | 0.1 | . |
| COC(=O)c1ccc(NC(=O)CSc2nc3cccnc3n2C)cc1 | 13 | 9 | 1 | 1.1 | 30 | -3 | -1 | 15 | -6 | 2.0 | -1 |
| c1ccc(Nc2ncnc3[nH]ncc23)cc1 | 19 | -4 | . | -0.3 | -26 | 0 | -4 | 5 | -4 | -0.2 | 0 |
| CCc1ccc(NC(=S)Nc2cccc3cnccc23)cc1 | -137 | 6 | -14 | 0.7 | -35 | 42 | 0 | -212 | -4 | 3.9 | 0 |
| Cc1ccc(SCC(=O)OCC(=O)N(CCC#N)c2ccccc2)cc1C | -9 | 0 | 2 | -0.3 | 17 | -3 | 4 | -3 | -6 | 0.5 | -1 |
| Cc1cc(C)cc(-n2ncc3c2CCCC3NC(=O)CCN2Cc3ccccc3C2=O)c1 (configuration not stated) | 20 | 7 | 9 | 0.4 | -15 | -4 | . | 19 | -3 | 0.5 | 0 |
| CC(=O)c1ccc(NC(=O)C2(c3ccccc3)CCOCC2)cc1 | -188 | -22 | -60 | -0.9 | -78 | -4 | 2 | -218 | -2 | 0.1 | 3 |
| O=C(Cn1cnc2cc([N+](=O)[O-])ccc2c1=O)NC(c1ccccc1)c1ccccc1 | 7 | 2 | 30 | -1.9 | 9 | 2 | -1 | 21 | -2 | 0.9 | 15 |
| COc1cc(C)nn1-c1ccc(Cl)cc1 | -11 | -2 | -12 | -0.4 | -21 | -9 | -1 | 12 | -9 | 0.0 | 2 |
| N#CC1=C2SCN(Cc3ccccc3)CN2C(=O)CC1c1cccs1 (configuration not stated) | 13 | . | -6 | 0.1 | -47 | 1 | 22* | -6 | -3 | 0.0 | 0 |
| COc1ccc(C(=O)C2CCN(C(=O)c3ccco3)CC2)cc1 | 6 | -1 | 0 | 0.8 | 4 | 0 | 0 | -7 | -8 | 0.3 | 6 |
| CCCC(=O)C1=C(O)C(C(=O)OC)C(C)(C)CC1=NCCc1ccccc1 (configuration not stated) | 10 | -3 | 3 | 3.8 | 13 | 39 | 0 | 10 | 1 | 0.0 | -7 |
| COc1ccc2[nH]c3c(c2c1)CCN1C(=O)N([C@@H](C)C(=O)NCc2ccccc2OC)C(=O)[C@]31C | -3 | . | . | 0.4 | -7 | -3 | -1 | 8 | . | 0.0 | -14 |
| CC(OC(=O)CNC(=O)c1ccc(Cl)c(Cl)c1)C(=O)N1CCOCC1 (configuration not stated) | -19 | 4 | 2 | -0.1 | -19 | 0 | -2 | 7 | -6 | -0.2 | -1 |
| Cc1cc(NC(=O)CSc2nnc(C3CC3)n2C)no1 | 13 | -5 | 16 | -1.9 | -4 | 9 | 3 | 15 | -5 | 0.0 | -2 |
| COc1ccccc1S(=O)(=O)Cc1ccc(C(=O)NCc2cccnc2)o1 | -7 | . | 1 | 0.1 | -16 | 10 | 0 | 15 | -2 | 0.1 | 12 |
| CN(C)c1ccc(/C=C/C(=O)c2ccccc2)cc1[N+](=O)[O-] | -167 | 7 | -33 | -2.6 | -58 | -1 | 1 | -166 | -4 | -0.3 | 15 |
| CCOC(=O)C1=C(c2ccccc2)c2ccc(OC)cc2N(S(=O)(=O)C(F)(F)F)C1C(=O)OCC (configuration not stated) | 33 | 5 | 8 | 2.0 | -3 | 2 | . | 2 | -5 | 0.0 | -6 |
| CC(=O)c1cccc(NC(=O)C2CCN(S(=O)(=O)c3c(C)n[nH]c3C)CC2)c1 | 12 | 0 | 2 | 2.8 | 0 | 5 | 0 | 7 | -4 | -0.1 | 12 |
| CS(=O)(=O)N1CCC(C(=O)NCC2CCCO2)CC1 (configuration not stated) | 4 | -9 | 2 | -0.8 | -10 | 0 | -2 | 15 | . | -0.1 | 3 |
| CCCCCc1nnc(NC(=O)Cc2ccc([N+](=O)[O-])cc2)s1 | 6 | -7 | 18 | 0.0 | -13 | -6 | 1 | 16 | -2 | 0.2 | -1 |

Next records
Order of values – Peg3 promoter | PDI turbidity | MITF TRPM1 inh | iPSC survival up | NR2E3 ag-1 | Granule exo inh | NR2E3 ag-2 | HIF-2a inh | CaV13 ICDI inh | aDG glyco up | Vif imaging
- CC1=C(C(=O)OC(C)C)C(/C=C/c2ccccc2)NC(=O)N1 (configuration not stated)
  12 | -11 | -4 | -3.0 | -13 | -4 | -1 | 23 | -5 | -0.1 | 5
- C[C@H](NS(=O)(=O)c1ccccc1)C(=O)N1CCN(C(c2ccccc2)c2ccccc2)CC1
  24 | 2 | -4 | 7.5 | 26 | 0 | . | 7 | -7 | -0.1 | 0
- O=C(NCCCN1CCOCC1)c1coc2ccccc2c1=O
  -7 | -1 | -5 | -2.7 | -20 | 1 | 1 | -19 | . | -0.3 | -7
- CC1CCCCN1C(=O)NC1CC(=O)N(c2ccc3c(c2)OCCO3)C1 (configuration not stated)
  7 | -1 | -1 | -0.6 | -21 | 4 | 1 | 10 | -6 | 0.0 | 8
- Cc1ccc(N=Cc2sc(O)c3ccccc23)c(C)c1
  -219 | -3 | -51 | 0.7 | 7 | -2 | 0 | -210 | -3 | -0.4 | 4
- COc1ccc(C(CC(=O)N2CCOCC2)C(C)C)cc1 (configuration not stated)
  -2 | -7 | -10 | 5.2 | 0 | 1 | 0 | 9 | . | 0.2 | -9&0
- Cc1ccc(NC(=O)c2cc(S(=O)(=O)N3CCOCC3)cn2C)cc1F
  11 | . | . | -1.7 | 31 | -3 | -1 | -1 | -9 | -0.4 | -9
- CC(=NCC1CCCO1)C1=C(O)CC(C)(C)CC1=O (configuration not stated)
  -6 | -3 | 2 | 0.4 | -11 | 2 | -2 | 15 | -1 | 0.2 | -7
- COc1ccc(N2C(=O)c3cccc4cc(Br)cc(c34)C2=O)cc1
  34 | 2 | 8 | 5.4 | -28 | -1 | 2 | 5 | -5 | -0.4 | -5
- CCCN(CCC)S(=O)(=O)c1ccc(C(=O)N2CCCc3ccccc32)cc1
  14 | 3 | 17 | -1.0 | -5 | -1 | 0 | 13 | -5 | 0.1 | 2

Screens deposited in PubChem BioAssay by several laboratories.
